A549 tox: kills or reduces viability of A549 cells in Nrf2 counter-screen. A549 ARE-Fluc cells, CellTiter-Fluor viability, 18-24 h. Potency, µM (top dose mostly 46 µM), inactives show at the highest dose activity change, negative = cytotoxicity, hits mostly inhibitors. 390,000 tested, 0.16% active; also: potency is read from the fitted curve at half-maximal effect; % is scaled to controls: 0 for no effect and ±100 for the full control effect
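A549 ARE_Fluc cells in 5% FBS OPTI-MEM were exposed to compounds in concentration-response for 18-24 h at 37 deg C. Viability was read by CellTiter-Fluor fluorescence (Ex 405/Em 525) after 30 min, before the luciferase read.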
pAkt inh: Akt phosphorylation inhibition | Neuro2A IGF-stimulated pAkt S473 HTRF, 20 min; stronger effect = lower value | activity change, % for hits at 50 µM | 360,000 tested, 0.32% active | AID 651550; in the data active = activity change below about -80%; inconclusive = mostly about -51% to -80%; also: % is scaled to controls: 0 for no effect and ±100 for the full control effect
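Neuro2A cells in DMEM with 0.5% FBS, overnight at 37 deg C, given compound at single 50 µM final, then IGF (6 nM final) for 20 min at 37 deg C. Lysed; phospho-Akt Ser473 by HTRF after 24 h, 665/615 ratio.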
CCT modulator: modulators of cytosolic chaperonin (CCT/TRiC) activity; purified chaperonin ATPase assay, HTRF ADP detection, 30 min; activity change, % (no concentration beside the values), hits read low; 360,000 tested, 0.3% active; AID 651819; in the data active = activity change below about -30%; also: % is scaled to controls: 0 for no effect and ±100 for the full control effect
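First, chaperonin was dispensed at 40 nM or 20 nM final depending on batch activity. Next, compounds were pinned at 76 uM and ATP added at 10 uM. After 30 min at 37 °C, ADP detection reagents ran 30 min at ambient temperature.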
Abeta rescue: compounds reversing amyloid beta toxicity in yeast; yeast expressing A-beta42, growth rescue, OD600, 48 h; response scale: 0% DMSO, 100% iron-clioquinol control; Potency, µM (top dose mostly 46.1 µM), for the others: at the top dose growth rescue, usual class: activators; 410,000 tested, 0.063% active; also: potency is read from the fitted curve at half-maximal effect; nearly all actives have a fitted effect of over 55% in size
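Yeast growth medium received pinned compounds, then yeast cells expressing toxic A-beta were added; plates incubated at 30 C for 48 hr. Growth read as absorbance at 600 nm, normalized to DMSO and equimolar FeCl3 plus clioquinol controls.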
HepG2 viability: counter-screen for TGF-b inhibitors: cytotoxicity in HepG2 cells; HepG2 CAGA-GFP viability, ATP luminescence, 18 h; Potency, µM (top dose mostly 46.1 µM), for inactives: top-dose activity change, negative = cytotoxicity, actives largely listed as cytotoxic; 410,000 tested, 0.76% active; also: potency is read from the fitted curve at half-maximal effect; some results filed as inactive show a strong effect at the top dose
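CellTiter-Glo luminescence gave cytotoxicity after 18 hours at 37 degrees C. The cells were HepG2 CAGA-GFP in 1% FBS DMEM, stimulated with 500 pg/mL TGF-beta after compound addition. %Activity was normalised to no-cell wells (complete cell-killing) and DMSO (no toxicity), and curves were fitted and classified.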
Mm-Cpn inhibitor: M. maripaludis TRiC chaperonin inhibition | Potency, µM (doses to about 76.9 µM), for the others: top-dose activity, negative = inhibition, usual class: inhibitors | 330,000 tested, 0.031% active | AID 504842 | purified Mm-Cpn ATPase, ADP Transcreener TR-FRET; also: potency is read from the fitted curve at half-maximal effect; % is scaled to controls: 0 for no effect and ±100 for the full control effect; nearly all actives have a fitted effect of over 80% in size
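Reaction buffer contained 30 mM Tris pH 7.4, 100 mM KCl, 5 mM MgCl2 and 1 mM DTT. Mm-CPN (25 nM final) hydrolysed 10 uM ATP over 30 min at 37°C; ADP was read by HTRF.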
TGFb SMAD3 inh: inhibitors of TGF-b signaling; HepG2 CAGA-GFP TGF-b/SMAD3 reporter, GFP fluorescence, 18 h; TGF-beta stimulated, 500 pg/mL final; Potency, µM (doses to about 46.1 µM), for the others: at the highest dose activity, negative = inhibition, usual class: inhibitors; 410,000 tested, 1.2% active; AID 588855; also: potency is read from the fitted curve at half-maximal effect; % is scaled to controls: 0 for no effect and ±100 for the full control effect; nearly all actives have a fitted effect of over 65% in size
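HEPG2 CAGA-GFP reporter cells (1000/well, DMEM with 1% FBS) received compounds, then recombinant TGF-beta at 500 pg/mL final for 18 hours at 37 degrees C. Per-cell GFP summed per well was normalised to unstimulated and stimulated DMSO controls before curve fitting.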
Nrf2 activator: activates Nrf2 signaling; 410,000 tested, 0.31% active; AREc32 ARE-luciferase reporter (MCF7-derived line), luminescence, 24 h; AID 624171; Potency, µM (top dose mostly 46.1 µM), for the others: at the top dose activation, hits mostly activators; also: potency is read from the fitted curve at half-maximal effect; % of control where 0% means no effect; nearly all actives have a fitted effect of over 65% in size
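Each well held 1000 AREc32 cells, which were incubated with compound for 24 hr at 37 deg C after overnight attachment, and ARE reporter activity was quantified by firefly luciferase luminescence.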
Nrf2 block: Nrf2 pathway inhibition; A549 ARE-Fluc reporter, luciferase luminescence, 18-24 h; Potency, µM (series often up to 46 µM), without a hit: top-dose activity change, negative = inhibition, actives largely listed as inhibitors; 360,000 tested, 2.1% active; also: potency is read from the fitted curve at half-maximal effect; % is scaled to controls: 0 for no effect and ±100 for the full control effect; nearly all actives have a fitted effect of over 60% in size
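Nrf2 function is reported as luminescence of an ARE-controlled luciferase in A549 cells. Compounds were tested at several concentrations, and a CellTiter-Fluor read on the same wells flagged cytotoxicity.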
* marks the source's active call; other numbers are inactive results. Unless noted, calls follow the shape of the dose curve; as a rule, active = well fitted curve in the direction sought with a large enough effect; inconclusive = small, poorly fitted or top-dose-only effect, or another doubt; inactive = no such curve, though single readings can be large; an effect the other way counts as inactive or inconclusive. Not a hit list (roughly 4.3% active in at least one column).

`COc1cccc2c(=O)n(CC(=O)NC3CCCC3)ccc12` gave A549 tox -8%, pAkt inh inactive, CCT modulator -2.8, Abeta rescue -4%, HepG2 viability -2%, Mm-Cpn inhibitor 1%, TGFb SMAD3 inh 7%, Nrf2 activator -0.6% and Nrf2 block 20%.
For Cc1ccc(C)c(C(=O)COC(=O)c2c(-c3ccccc3)noc2C)c1 the results were A549 tox 9%, pAkt inh inactive, CCT modulator -2.7, Abeta rescue 25%, HepG2 viability 0%, Mm-Cpn inhibitor -1%, TGFb SMAD3 inh -3%, Nrf2 activator -0.1% and Nrf2 block -3%.
For O=C(/C=C/c1ccccc1)NCC(=O)N/N=C/c1cccs1 the results were A549 tox 13%, pAkt inh inactive, CCT modulator -0.7, Abeta rescue 12%, HepG2 viability 0%, Mm-Cpn inhibitor -3%, TGFb SMAD3 inh -15%, Nrf2 activator -2.1% and Nrf2 block 6%.
For COc1cc(C2C(C(=O)c3ccco3)=C(O)C(=O)N2CCc2ccccc2)ccc1O (centres undefined) the results were A549 tox -4%, pAkt inh inactive, CCT modulator 0.7, Abeta rescue -21%, HepG2 viability 5%, Mm-Cpn inhibitor 0%, TGFb SMAD3 inh -14%, Nrf2 activator -1.3% and Nrf2 block 13%.
For COC(=O)c1cc(C#N)c(N2CCN(C)CC2)nc1C the results were A549 tox 10%, pAkt inh inactive, CCT modulator -0.8, Abeta rescue -1%, HepG2 viability 1%, Mm-Cpn inhibitor 1%, TGFb SMAD3 inh 11%, Nrf2 activator -0.7% and Nrf2 block 4%.
Screening CC1CN(C(=O)N2CCC(C(=O)NCc3cccs3)CC2)c2ccccc2O1 (centres undefined) returned A549 tox 14%, Abeta rescue -2%, HepG2 viability -8%, TGFb SMAD3 inh inconclusive, Nrf2 activator 0.6% and Nrf2 block -14%.
O=C(Cc1ccccc1)NN1C(=O)C2C(C1=O)C1C=CC2C12CC2 (centres undefined) was read as A549 tox 4%, pAkt inh inactive, CCT modulator 0.2, Abeta rescue -7%, HepG2 viability -21%, Mm-Cpn inhibitor 1%, TGFb SMAD3 inh 5%, Nrf2 activator -0.2% and Nrf2 block 0%.
Screening COc1ccc(CCNC(=O)C(=O)NCC2OCCN2S(=O)(=O)c2ccc(OC)c(OC)c2)cc1 (centres undefined) returned A549 tox 2%, pAkt inh inactive, CCT modulator 1.9, Abeta rescue 3%, HepG2 viability -6%, Mm-Cpn inhibitor -1%, TGFb SMAD3 inh -10%, Nrf2 activator 2.8% and Nrf2 block 1%.
For COc1ccc(/C=C/C(=O)OCC(=O)NCc2ccccc2Cl)cc1OC the results were A549 tox -2%, pAkt inh inactive, CCT modulator -1.0, Abeta rescue 0%, HepG2 viability 7%, Mm-Cpn inhibitor 1%, TGFb SMAD3 inh -3%, Nrf2 activator 5.1% and Nrf2 block 5%.
CC(C)(C)NC(=O)CN1CCC(O)(c2ccc3c(c2)OCO3)CC1 was read as A549 tox -2%, pAkt inh inactive, CCT modulator 1.5, Abeta rescue 11%, HepG2 viability 10%, Mm-Cpn inhibitor -9%, TGFb SMAD3 inh 0%, Nrf2 activator -0.3% and Nrf2 block -5%.
For CS(=O)(=O)c1cnc(-c2ccccc2)nc1Oc1ccc(F)cc1 the results were A549 tox 4%, pAkt inh inactive, CCT modulator 1.8, Abeta rescue -6%, HepG2 viability 2%, Mm-Cpn inhibitor 4%, TGFb SMAD3 inh -35% and Nrf2 activator -0.6%.
For COc1cccc(/C=N/NC(=O)c2ccccc2N(Cc2ccccc2)S(=O)(=O)c2ccccc2)c1OC the results were A549 tox -9%, pAkt inh inactive, CCT modulator -1.9, Abeta rescue 7%, HepG2 viability -14%, Mm-Cpn inhibitor 1%, TGFb SMAD3 inh -2%, Nrf2 activator 4.6% and Nrf2 block -13%.
Screening CCCCC(=O)NC1(C(F)(F)F)NC(=O)N(Cc2ccccc2)C1=O (centres undefined) returned A549 tox -6%, pAkt inh inactive, CCT modulator -0.3, Abeta rescue -1%, HepG2 viability 6%, Mm-Cpn inhibitor -2%, TGFb SMAD3 inh 9%, Nrf2 activator -0.2% and Nrf2 block 0%.
CCC(C)CCN1C(N(C)C)=NC[C@@H]1CC(C)C (some centres undefined) was read as A549 tox -1%, pAkt inh inactive, CCT modulator -0.9, Abeta rescue -23%, HepG2 viability -14%, Mm-Cpn inhibitor -2%, TGFb SMAD3 inh 13%, Nrf2 activator 0.2% and Nrf2 block 13%.
`O=C(CNC(=O)c1ccccc1)N/N=C/C=C/c1ccccc1` gave A549 tox 2%, pAkt inh inactive, CCT modulator -1.5, Abeta rescue -17%, HepG2 viability 1%, Mm-Cpn inhibitor -4%, TGFb SMAD3 inh 0%, Nrf2 activator -0.4% and Nrf2 block 13%.
CCCCN(CC)CCCNC(=O)CCN1N=C(c2ccc(OC)cc2)CCC1=O was read as A549 tox 14%, Abeta rescue 6%, HepG2 viability -1%, TGFb SMAD3 inh -27% and Nrf2 activator 2.4%.
Screening COC(=O)CC1C(=O)NCCN1C(=O)CSc1nnnn1-c1ccc(Cl)cc1 (centres undefined) returned A549 tox 6%, pAkt inh inactive, CCT modulator -3.6, Abeta rescue -6%, HepG2 viability -7%, Mm-Cpn inhibitor 0%, TGFb SMAD3 inh -10%, Nrf2 activator -0.6% and Nrf2 block -11%.
O=C(CCc1ccccc1Cl)Nc1cccc(S(=O)(=O)N2CCCC2)c1 was read as A549 tox -9%, pAkt inh inactive, CCT modulator -3.1, Abeta rescue 3%, HepG2 viability -14%, Mm-Cpn inhibitor 2%, TGFb SMAD3 inh -22%, Nrf2 activator -0.7% and Nrf2 block -19%.
CCn1c(C)nc2cc(C(=O)NNS(=O)(=O)c3c(F)cc(F)c(Cl)c3F)ccc21 was read as A549 tox 2%, pAkt inh inactive, CCT modulator -2.8, Abeta rescue -4%, HepG2 viability -31%, Mm-Cpn inhibitor 0%, TGFb SMAD3 inh 13%, Nrf2 activator 18% and Nrf2 block -5%.
For Cc1ccc(S(=O)(=O)N2CCC(C(=O)OCC(=O)NC3(C#N)CCCCC3)CC2)cc1C the results were A549 tox 2%, pAkt inh inactive, CCT modulator 0.7, Abeta rescue 2%, HepG2 viability 0%, Mm-Cpn inhibitor 1%, TGFb SMAD3 inh 5%, Nrf2 activator 0.0% and Nrf2 block 15%.

Reprinted at random: 3 records from the list, in no set order.
CCC(C)CCN1C(N(C)C)=NC[C@@H]1CC(C)C (some centres undefined) was read as A549 tox -1%, pAkt inh inactive, CCT modulator -0.9, Abeta rescue -23%, HepG2 viability -14%, Mm-Cpn inhibitor -2%, TGFb SMAD3 inh 13%, Nrf2 activator 0.2% and Nrf2 block 13%.
For COc1cccc(/C=N/NC(=O)c2ccccc2N(Cc2ccccc2)S(=O)(=O)c2ccccc2)c1OC the results were A549 tox -9%, pAkt inh inactive, CCT modulator -1.9, Abeta rescue 7%, HepG2 viability -14%, Mm-Cpn inhibitor 1%, TGFb SMAD3 inh -2%, Nrf2 activator 4.6% and Nrf2 block -13%.
Screening COC(=O)CC1C(=O)NCCN1C(=O)CSc1nnnn1-c1ccc(Cl)cc1 (centres undefined) returned A549 tox 6%, pAkt inh inactive, CCT modulator -3.6, Abeta rescue -6%, HepG2 viability -7%, Mm-Cpn inhibitor 0%, TGFb SMAD3 inh -10%, Nrf2 activator -0.6% and Nrf2 block -11%.

Additional structures:
For CCC(N1CCOC1=O)S(=O)(=O)c1ccc(C)cc1 (centres undefined) the results were A549 tox 1%, pAkt inh inactive, CCT modulator -0.9, Abeta rescue -10%, HepG2 viability 6%, Mm-Cpn inhibitor -2%, TGFb SMAD3 inh 4%, Nrf2 activator -0.8% and Nrf2 block 11%.
Screening O=C(OCC(=O)N1CCCCC1)c1cc(=O)[nH]c2ccccc12 returned A549 tox -1%, pAkt inh inactive, CCT modulator 2.6, Abeta rescue -8%, HepG2 viability 8%, Mm-Cpn inhibitor -1%, TGFb SMAD3 inh 10%, Nrf2 activator -0.8% and Nrf2 block 68%.
COc1ccc(N(CC(=O)NCCSC2CCCCC2)S(=O)(=O)c2ccccc2)cc1OC was read as A549 tox -16%, pAkt inh inactive, CCT modulator -3.5, Abeta rescue -4%, HepG2 viability -71%, Mm-Cpn inhibitor 1%, TGFb SMAD3 inh -1%, Nrf2 activator -0.8% and Nrf2 block -5%.
COc1ccc(OCC(=O)N2CCN(C(=O)c3ccc(OC)cc3)CC2)cc1 was read as A549 tox 0%, Abeta rescue -5%, HepG2 viability -21%, TGFb SMAD3 inh 20%, Nrf2 activator -0.4% and Nrf2 block -7%.
O=C(Nc1nc2c(c(=O)[nH]1)CCCC2)C1CC1 was read as A549 tox -11%, pAkt inh inactive, CCT modulator -0.6, Abeta rescue 17%, HepG2 viability -23%, Mm-Cpn inhibitor 1%, TGFb SMAD3 inh -8%, Nrf2 activator 0.2% and Nrf2 block inconclusive.
CC(=O)c1ccc(OCC(=O)Nc2cccc(C(=O)Nc3c(C)n(C)n(-c4ccccc4)c3=O)c2)cc1 was read as A549 tox 2%, pAkt inh inactive, CCT modulator 0.1, Abeta rescue -4%, HepG2 viability 8%, TGFb SMAD3 inh 14%, Nrf2 activator -0.5% and Nrf2 block 3%.
COc1ccc(Oc2ncc(CN3CCN(c4ccccc4)CC3)s2)cc1 was read as A549 tox -6%, pAkt inh inactive, CCT modulator 0.4, Abeta rescue -1%, HepG2 viability -29%, Mm-Cpn inhibitor 2%, TGFb SMAD3 inh -26%, Nrf2 activator 0.0% and Nrf2 block 2%.
